Bioassay records as filed in PubChem BioAssay.
West Nile virus CPE: West Nile virus antiviral activity, cell-based, CPE readout (AID 1621); 0.02% of 290,000 active; West Nile virus-infected cells, CPE inhibition; higher % means a stronger effect; one-dose CPE inhibition, % at 10 µM; IC50 in µM for titrated hits; in the data active means a potency from the dose series; further: strong numbers were not always called active
K1F lysis inhibition: inhibition of K1F phage lysis, E. coli UTI89, bacterial capsule biogenesis inhibitors, alamar blue (AID 488966); one-dose inhibition, % at 100 µM; IC50 in µM for titrated hits; E. coli UTI89 K1F phage lysis, alamar blue, 2 h; higher % means a stronger effect; 0.02% of 340,000 active;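 active means phage lysis inhibition, versus mean bacterial control, above a set limit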;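 further: capsule biogenesis inhibitors block K1F phage lysis so surviving cells raise fluorescence; higher fluorescence means more inhibition of phage lysis; actives were called in the ten point dose series up to 300 µM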
RSV CPE inhibition: RSV antiviral activity via CPE protection, HEp-2 cells, primary 10 µM value included (AID 2391); HEp-2 cells, RSV-induced CPE inhibition; higher % means a stronger effect; 0.13% of 310,000 active; one-dose CPE inhibition, % at 10 µM; IC50 in µM for titrated hits; in the data active means a potency from the dose series; further: strong numbers were not always called active
T cell HTS: modulators of CD8 T cell-vesicle binding, primary screen, mouse 2C CD8+ T cells, flow cytometry. 0.068% of 330,000 active. calls only at 7 µM. AID 2052, 2009. 2C CD8+ T cell-vesicle binding; hits give low values;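 active means response, share of CD8 T cells binding vesicles, and their 90th percentile fluorescence all below set limits, cut at about 80% in these data, passing the limit was not always enough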
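Read-out – percent CD8+ FL2 mean versus row control · System – murine 2C transgenic CD8+ T lymphocytes · Times – 1.5 h cell–vesicle binding at 37 °C, then 20 min icy labelling · Control set – naked vesicles low, QL9 vesicles with vehicle high · Detection – cytometric PE anti-B7-1 and Alexa647 anti-CD8 signals after 1% paraformaldehyde fixation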
NS5 inhibitors: Dengue-2 NS5 methyltransferase inhibitors, primary screen, biochemical, confirmation dose response (AID 588689). Dengue-2 NS5 methyltransferase capping enzyme assay, biochemical; higher % means a stronger effect. Genome polyprotein (Dengue virus type 2 (strain 16681-PDK53)). inhibition, % at 25 µM, or IC50 in µM where a hit was titrated. 0.3% of 340,000 active; in the data active means a potency from the dose series
Salmonella PhoP GFP: inhibitors of PhoP regulon expression, primary screen, Salmonella Typhimurium, GFP reporter (AID 1863) | one-dose inhibition, % at 50 µM; IC50 in µM for titrated hits | 0.16% of 300,000 active | S. Typhimurium PhoP-regulated promoter GFP reporter, 4 h; higher % means a stronger effect;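 active means inhibition over 29.93%, a cutoff 3 SD above the screen mean, later confirmed by dose response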;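 further: 0% = low Mg2+ inducing control and 100% = high Mg2+ repressing control; strong numbers were not always called active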
SV40 large T antigen: SV40 large T antigen inhibitors, biochemical (AID 1903). SV40 large T antigen ATPase/helicase inhibition assay; higher % means a stronger effect. inhibition, % at 20 µM; hits with a dose series show IC50 in µM. 0.39% of 310,000 active; in the data active means a potency from the dose series; further: strong numbers were not always called active
Rac1 GTP hydrolysis: MgcRacGAP GTPase-activating activity inhibitors, confirmation, biochemical, ADP Hunter fluorescence; Rac GTPase-activating protein 1 (Homo sapiens); MgcRacGAP-stimulated Rac1 GTP hydrolysis, ADP Hunter fluorescence; higher % means a stronger effect; GST-tagged Rac1 F28L mutant substrate; inhibition, % at 30 µM, or IC50 in µM where a hit was titrated; 0.6% of 340,000 active;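 active means first-screen hits whose inhibition reached a set limit at any dose in the follow-up dose series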;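 further: fluorescence reports GDP produced by GAP-driven GTP hydrolysis; strong numbers were not always called active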
NTR1 agonist: agonists of NTR1, primary screen, imaging, U2OS cells, beta-arrestin-GFP, high content (AID 493036). Neurotensin receptor type 1 (Homo sapiens), P30989. NTR1-U2OS beta-arrestin-GFP spot imaging, agonist mode. activation, % at 20 µM. 0.17% of 330,000 active;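 active means activation at or above 40% of the spot to cytoplasm intensity ratio, with at least 20 cells analyzed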;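 further: 0% = DMSO without peptide and 100% = 100 nM NTR1 peptide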
Target sequence (P30989 whole entry, looked up): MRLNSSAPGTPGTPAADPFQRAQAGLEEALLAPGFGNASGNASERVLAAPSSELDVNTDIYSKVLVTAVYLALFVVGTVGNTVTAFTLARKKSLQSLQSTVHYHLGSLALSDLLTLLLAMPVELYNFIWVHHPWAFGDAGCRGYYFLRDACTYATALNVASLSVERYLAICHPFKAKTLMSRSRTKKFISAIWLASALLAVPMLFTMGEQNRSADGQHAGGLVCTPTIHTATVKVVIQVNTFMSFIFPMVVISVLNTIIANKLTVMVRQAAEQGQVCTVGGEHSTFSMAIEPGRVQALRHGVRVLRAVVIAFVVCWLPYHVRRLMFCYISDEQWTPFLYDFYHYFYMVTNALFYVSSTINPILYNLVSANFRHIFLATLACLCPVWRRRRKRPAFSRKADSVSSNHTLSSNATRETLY
T cell HTS vesicle-bound %: second read-out of T cell HTS, no call of its own (marks repeat the call); double positive events, %; measured here: CD8+ vesicle-bound cell fraction;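 binding gate set so that unloaded-vesicle control wells show 10% double positive cells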
NTR1 agonist cell count 20 µM: also measured in NTR1 agonist; calls as there; cell count; measured here: cell count, cytotoxicity flag
* hit, by the source's call; i = inactive; x = not tested or not shown; + = active, no number; [ ] = remark or other dose.

SMILES | West Nile virus CPE | K1F lysis inhibition | RSV CPE inhibition | T cell HTS | T cell HTS vesicle-bound % | NS5 inhibitors | Salmonella PhoP GFP | SV40 large T antigen | Rac1 GTP hydrolysis | NTR1 agonist | NTR1 agonist cell count 20 µM
CC1CN(CC(=O)Nc2ccc(S(N)(=O)=O)cc2)CC(C)O1 (centres undefined) | 0.1% | 0.1% | 3.4% | i | 55 | -3% | 5% | 7% | 7% | -1.3 | 56
Cc1ccc(-c2c(NC(=O)c3ccco3)oc3ccccc3c2=O)cc1 | 0.7% | 0.1% | 3.6% | i | 49 | -4% | -8% | 9% | 0% | 1.7 | 55
Cc1ccc(N(CC(=O)NC(C)c2ccccc2)S(=O)(=O)c2cccs2)cc1 (centres undefined) | 1.1% | -0.3% | 0.8% | i | 29 | -6% | 4% | 1% | 16% | -0.1 | 36
COc1ccc(C(=O)Nc2ccnn2C2CCN(C(=O)CCC(F)(F)F)CC2)cc1 | 0.2% | 0.2% | 2.1% | i | 51 | -5% | 0% | 6% | 6% | -2.1 | 58
COc1ccc(CCC(=O)Nc2cccc(S(=O)(=O)N3CCCCCC3)c2)cc1OC | x | -0.1%[50 µM] | x | i | 24 | -3% | x | x | 6% | 1.2 | 42
O=C(COC(=O)c1cc(S(=O)(=O)N2CCOCC2)ccc1O)Nc1cc(S(=O)(=O)N2CCCC2)ccc1Cl | 0.2% | 0.4% | -0.7% | i | 52 | 4% | -14% | 5% | 1% | -0.2 | 55
COCc1c(C(=O)N(C)Cc2ccccc2N2CCCC2)oc2ccccc12 | x | 0.8%[50 µM] | x | x | x | 4% | x | x | 5% | 4.0 | 63
COc1ccc(C(C)(C)C)cc1NC(=O)CCCN1C(=O)NC(C)(C)C1=O | x | 0.0% | 0.4% | i | 13 | -1% | x | x | 7% | -2.0 | 48
CC(NC(=O)c1ccc(Br)cc1)c1ccc2c(c1)CCCC2 (centres undefined) | -1.2% | 0.2% | 9.7% | i | 45 | -3% | -9% | -9% | 5% | -3.1 | 69
Cc1cccc2nc(CSCc3ccco3)cn12 | 0.1% | 7.0% | 1.1% | i | 61 | 18% | 27% | 16% | 8% | -0.5 | 44
O=C(NCCCNC(=O)c1ccccn1)c1ccc(Br)cc1 | -0.4% | 1.4%[50 µM] | 0.4% | i | 24 | -3% | 0% | 7% | 8% | -0.3 | 54
O=C(Cc1csc(Nc2nc(=S)[nH]c3ccccc23)n1)NCc1cccc(Cl)c1 | x | -0.4% | -0.3% | i | 46 | 13% | -6% | 1% | 15% | 7.1 | 70
COc1cc(C)c(C(=O)Oc2cc(C)c(C(=O)O)c(O)c2C)c(O)c1C | 0.1% | -1.7% | 17% | i | 29 | 27% | -5% | 6% | 8% | -1.1 | 86
COc1ccc(OC)c(S(=O)(=O)N2CCC(C(=O)NC3CC3)CC2)c1 | 0.0% | 0.1% | 0.2% | i | 22 | -1% | 7% | 12% | 6% | -0.5 | 47
Cc1cc(C)n(-c2ccc(C(=O)N3CCN(S(=O)(=O)c4ccc(C(C)C)cc4)CC3)cc2)n1 | x | -0.4%[50 µM] | 6.5% | i | 53 | -10% | x | x | 2% | -0.9 | 61
Cc1cccc(NC(=O)CCNC(=O)c2ccco2)c1 | -0.3% | 0.5% | 0.6% | i | 59 | -7% | 16% | 18% | 0% | -0.3 | 87
COc1ccc(NC(=O)C2CCN(S(=O)(=O)c3cccc4cccnc34)CC2)cc1OC | x | -0.1% | 0.5% | i | 40 | -3% | 9% | 7% | 2% | -0.5 | 57
Cc1nc2ccc(NS(=O)(=O)c3ccccc3F)cc2s1 | x | 0.5%[50 µM] | 0.3% | i | 40 | -12% | x | x | 6% | 0.2 | 98
Cc1ccc(CNC(=O)CSCc2ccccc2F)cc1 | -0.1% | 4.0% | 0.3% | i | 36 | -3% | 5% | 26% | 6% | 0.8 | 56
COc1ccc(Cl)cc1NS(=O)(=O)c1cccc(C(=O)NC2CC2)c1 | x | 1.4%[50 µM] | x | i | 31 | 4% | x | x | 7% | -1.6 | 57
O=S(=O)(c1ccc(N2CCN(S(=O)(=O)c3ccccc3)CC2)nc1)N1CCCC1 | 0.0% | 0.8% | 0.3% | i | 29 | -10% | -9% | -1% | 2% | 0.9 | 61
COc1ccc(C(=O)NCCSc2ccccc2C)cc1 | -0.9% | -0.7% | 5.2% | i | 58 | -7% | -4% | 8% | -1% | -0.1 | 73
S=C1N[C@H]2CCCC[C@@H]2N1 | 0.1% | x | x | i | 40 | x | -12% | 5% | x | 0.2 | 64
COC(=O)N1C(=O)[C@](c2ccccc2)(C2CCCCC2)N1C(=O)OC | 0.4% | -1.2% | 6.2% | i | 23 | -10% | -4% | 13% | 5% | 13 | 79
CN(CC(=O)NCCc1ccc(Cl)cc1)S(=O)(=O)c1cccs1 | 0.5% | -0.1% | 2.7% | i | 34 | -7% | 12% | 5% | 4% | -1.2 | 51

Look-ups from the entries so far.
COc1ccc(CCC(=O)Nc2cccc(S(=O)(=O)N3CCCCCC3)c2)cc1OC – K1F lysis inhibition = -0.1%[50 µM]
COC(=O)N1C(=O)[C@](c2ccccc2)(C2CCCCC2)N1C(=O)OC – NTR1 agonist cell count 20 µM = 79

Additional compounds follow:
SMILES | West Nile virus CPE | K1F lysis inhibition | RSV CPE inhibition | T cell HTS | T cell HTS vesicle-bound % | NS5 inhibitors | Salmonella PhoP GFP | SV40 large T antigen | Rac1 GTP hydrolysis | NTR1 agonist | NTR1 agonist cell count 20 µM
CC(=O)Nc1nc(C=C(Cl)Cl)cs1 | 0.2% | -1.8% | 1.6% | i | 14 | -7% | 16% | 12% | 18% | 0.6 | 64
S=C(Nc1cccc(Cl)c1)Nc1ccccc1Oc1ccccc1 | -0.1% | -0.3% | 6.4% | i | 35 | -4% | -1% | 5% | 8% | 1.8 | 49
COc1ccc(O[C@H]2C=C[C@@H](c3ccccc3)O[C@@H]2COC(=O)CC/C(C)=N/OC[C@@H](O)COCc2ccco2)cc1 | x | x | 1.9% | x | x | x | -4% | 10% | x | 14 | 71
Cc1nn(-c2ncc(C(F)(F)F)cc2Cl)c(=O)n1-c1cccc(F)c1 | -0.6% | -0.1% | 1.2% | i | 40 | 3% | 3% | 11% | 4% | 0.2 | 55
CCc1ccc(N(C(=O)c2csnn2)C(C(=O)NC(C)(C)CC)c2cccnc2)cc1 (centres undefined) | -0.6% | -0.5% | -0.3% | i | 7 | 39% | -10% | 2% | 9% | 0.9 | 46
O=C(NCC1CCCO1)c1ccc(NC(=O)C2CC=CCC2C(=O)O)cc1 (centres undefined) | -0.1% | 1.0% | 0.9% | i | 35 | 2% | -3% | 2% | 3% | -0.7 | 52
CC(C)(CNC(=O)c1ccc(S(=O)(=O)Nc2cccc(C(F)(F)F)c2)cc1)N1CCOCC1 | x | 0.1%[50 µM] | 0.5% | i | 36 | 3% | x | x | 3% | 1.4 | 53
COc1cc(C(=O)NCc2nnc(SCC(=O)Nc3cc(C)on3)o2)cc(OC)c1OC | 0.2% | 0.1% | 3.0% | i | 34 | -4% | -1% | 23% | 7% | 0.0 | 50
O=C(CSc1ncn[nH]1)CSc1ncn[nH]1 | -0.2% | 1.8% | 1.7% | + | 1.4* | -6% | -1% | 11% | 9% | 3.8 | 59
COc1ccc(-c2cc(-c3nnc(COC(=O)c4ccc(O)cc4)o3)c3ccccc3n2)cc1OC | 0.1% | x | 5.1% | i | 41 | x | -10% | 0% | x | 4.4 | 96
NC(=O)c1ccc(-c2ncc(-c3ccccc3)o2)cc1 | 0.7% | 0.8% | -2.8% | i | 31 | -2% | -4% | x | 8% | 3.5 | 57
CN(CCO)c1nc(N)c2c(N)nc3c(c2c1C#N)CC(=O)N3C1CCCC1 | 0.1% | x | 3.6% | i | 21 | x | -10% | -11% | x | 0.3 | 48
CCN(CC)C(=O)C(=O)Nc1ccc(F)c(Cl)c1 | 0.0% | -0.1% | 1.6% | i | 47 | -3% | -6% | 7% | 3% | -0.9 | 71
CC(Oc1ccccc1F)C(=O)NNC(=O)c1cc2ccccc2o1 (centres undefined) | -0.3% | 0.3% | 2.9% | i | 25 | -7% | -13% | 10% | 9% | -2.1 | 56
COc1ccc(CN2CC[C@H]3C=CC[C@@H](C(=O)Nc4ccc(Cl)c(C(F)(F)F)c4)[C@H]3C2=O)cc1OC | 0.7% | -0.4% | 24µM* | x | x | -5% | x | 3% | 2% | 0.0 | 63
CC(=O)Nc1ccccc1NS(=O)(=O)c1cccc([N+](=O)[O-])c1 | 0.2% | -0.6% | 0.2% | i | 38 | -6% | -5% | 1% | 6% | 0.9 | 56
CCn1c(SC(C)C(=O)NC2CCCC2)nc2cc(S(N)(=O)=O)ccc21 (centres undefined) | x | 0.7%[50 µM] | -0.4% | i | 43 | 4% | x | x | 3% | 0.4 | 53
O=C(NCCCN1CCOCC1)c1cn(-c2ccccc2)nc1-c1cccs1 | 0.0% | 0.7% | -0.5% | i | 6 | -15% | -3% | -13% | 8% | -0.4 | 66
COc1ccc(OC)c(N2Cc3cc(C)c(C)cc3C2)c1 | -0.8% | 0.4% | 1.0% | i | 33 | 3% | -1% | 14% | 10% | 3.0 | 45
c1ccc(N2CC3CCc4ccccc4C3=N2)cc1 (centres undefined) | -0.1% | -1.3% | 17% | i | 34 | -8% | -6% | 14% | 14% | 2.5 | 38
COc1ccc(Cn2c(-c3ccccc3C)nc3c(c(=O)c4ccccc4n3C)c2=O)cc1 | x | 0.0% | 53% | i | 45 | -7% | x | 12% | 15% | 10 | 72
O=c1cc(-c2ccccc2)c2cc3c(cc2[nH]1)OCCO3 | -0.4% | 0.1% | -0.3% | i | 47 | -12% | -2% | 5% | 9% | 1.1 | 46
CC(NC(=O)C(=O)N/N=C/c1ccccc1)c1ccccc1 (centres undefined) | 0.4% | -0.2% | 2.4% | i | 1 | -11% | 0% | 6% | 1% | 0.8 | 24
Cc1oc2ccc(O)c(CN3CCOCC3)c2c1C(C)O (centres undefined) | 0.2% | 0.3% | 1.1% | i | 32 | -12% | 8% | 11% | 3% | 0.6 | 49
